SSB-PriA inh: inhibitors of Klebsiella pneumoniae PriA binding to SSB C-terminal tail | AlphaScreen SSBct-PriA binding, biotinylated peptide | inhibition, % at 33 µM | 0.6% of 430,000 active; in the data active means inhibition mostly above about 37%, no sharp cut-off; inactive means mostly below about 20%;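 further: plate controls were negative control peptide for no effect and reference peptide for full effect; strong numbers were not always called active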
* marks the source's active call; other numbers are inactive results; & = joins results of further samples. Not all compounds are listed. The share of hits here may be higher or lower than overall.

compound,SSB-PriA inh
O=c1c2ccccc2nc2c3ccccc3c(NCCCO)nn12,-7
O=C(c1ccc(Oc2ncccn2)cc1)N1CCN(c2cc(-n3cccc3)ncn2)CC1,-9
O=C(c1ccco1)N1CCc2ccc(NS(=O)(=O)c3ccc(F)c(Cl)c3)cc2C1,10
COCCn1cc(NC(=O)NCCc2c[nH]c3ccccc23)c2ccccc21,22
Cc1ccc(NC(=O)NCCn2ccnc2-c2ncccn2)cc1C,97*
Cn1ncc(C#N)c1N=CN(Cc1ccccc1)Cc1ccccc1,-21
COc1cccc(-c2nnc(Nc3nc4cc(OC)ccc4s3)o2)c1,-12
O=C(c1ccc2c(c1)CCCC2)N1CCN(c2ccccc2)CC1,8

The list continues.
compound,SSB-PriA inh
Cc1cccc(CS(=O)(=O)N[C@H]2CCN(c3ccccn3)C2)c1,-6
COc1ccc(CCC(=O)Nc2ccccc2-c2ccc(=O)[nH]n2)cc1,-9
O=C(c1ccc(Br)cc1)N1CCN(c2nc3ccccc3s2)CC1,-5
NC(=O)COc1ccc(S(=O)(=O)N2CCc3nc4ccc(Cl)cn4c(=O)c3C2)cc1,-5
COc1ccc(Cl)cc1NC(=O)CC(N)C(=O)O (configuration not stated),16
CN(C)S(=O)(=O)NCC1CC(=O)N(Cc2ccccc2)C1 (configuration not stated),7
CC(C)CCNC(=O)C(=O)Nc1cccc(N2CCCS2(=O)=O)c1,-3
Cc1sccc1-c1csc(N)n1,13

(next part)
compound,SSB-PriA inh
CC1(C)Oc2ccc3ccc(=O)oc3c2C(=CNC2CCCCC2)C1=O,20
O=C(Nc1ccc(Cl)cc1)C1CCN(c2ncnc3c2sc2ncccc23)CC1,-16
Cc1nc(-c2cccc(NC(=O)C3c4ccccc4Oc4ccccc43)c2)cs1,-11
Cc1nn(-c2ccccc2)c(C)c1C=NNC(=O)CSc1nnc(SCc2ccccc2Cl)s1,-7
CCN(CC)c1ccc(C=NNC(=O)c2cccc(S(=O)(=O)Nc3ccccc3OC)c2)cc1,9
COC(=O)c1c(NC(=O)c2ccc(OC(C)C)cc2)sc(C)c1C,-14
C=CCNC(=O)c1ccc(OCC(=O)C2CC2)cc1,-14
CCOCC(=O)NCC#CCN(CC)CC,-12

(listing goes on)
compound,SSB-PriA inh
CO[C@@]1(CNC(=O)C(=O)NCc2ccc(F)cc2)CCSC1,-15
COc1cc([N+](=O)[O-])ccc1NC(=O)C(=O)c1c(C)n(C)c2ccccc12,-10
CC(C)(C)c1csc(NC(=O)C2CCCN(S(=O)(=O)c3ccc(Cl)s3)C2)n1 (configuration not stated),-3
O=C(Nc1ccc2c(c1)CCC(=O)N2Cc1ccccc1)C1CCCCC1,3
CCOc1ccc2ccccc2c1C(=O)NCC1CCN(C(=O)Nc2ccccc2OC)CC1,7
Cn1c(SCC(=O)NO)nnc1-c1c[nH]c2ccccc12,4
CCOc1ccc(-n2ccnc(SCC(=O)c3ccc(Br)cc3)c2=O)cc1,5
CN(C)C(CNS(=O)(=O)CCc1ccccc1)c1ccco1 (configuration not stated),-1

The listing continues.
compound,SSB-PriA inh
Cc1nc(N2C(=O)C(=O)C(=C(O)c3ccccc3)C2c2ccco2)sc1C (configuration not stated),-19
O=C(NN1C(=O)/C(=C\c2cccc3ccccc23)SC1=S)C(c1ccccc1)c1ccccc1,1
CC(C)CCN1C(=O)C(C)(C)COc2ccc(NC(=O)c3ccc(F)cc3)cc21,16
O=C(CCS(=O)(=O)c1ccccc1)NCc1cnn2c1CCCC2,-13
Cc1cc(C)n2c(Br)c(CSc3nc4ccc([N+](=O)[O-])cc4[nH]3)nc2n1,-6
NC(=S)N1CCCC1,-4
Oc1ccc(C=NNc2ccnc3cc(Cl)ccc23)cc1O,47*
CN(CC(=O)Nc1nc2c(s1)CCCC2)c1nc2c(F)cccc2s1,-1

Remaining list, next part:
compound,SSB-PriA inh
CCn1nc(C)cc1C(=O)Nc1nnc(-c2ccc3c(c2)OCCO3)o1,7
COc1cccc(CSc2nc(CC(=O)Nc3c(C)cc(C)cc3C)cc(=O)[nH]2)c1,-16
O=C(NCC1COCCO1)c1cn[nH]n1 (configuration not stated),1
S=c1[nH]cnc2sccc12,-22
Cc1cccc(-c2nc3ccccc3[nH]c2=O)c1NS(=O)(=O)c1ccc(F)cc1,-10
Cc1cc(N)nc(NCCc2ccc(S(N)(=O)=O)cc2)n1,-9
COCCn1c(SCC(=O)Nc2nnc(C)s2)nc2c(c1=O)S[C@@H](C)C2,-2
O=C(O)c1cc(-n2cccn2)ccn1,75*

Further results:
compound,SSB-PriA inh
O=C(NCCCn1nc(-c2ccccc2)ccc1=O)Nc1cc(F)ccc1F,1
O=C(NCc1cccs1)Nc1nc(-c2cc3ccccc3o2)cs1,-11
CC(C)c1ccc(N2CCN(CC(=O)NCc3ccccc3Cl)C2=O)cc1,-3
CCOc1ccc2c(c1)=CC(=Cc1sc(=S)n(Cc3ccco3)c1O)C(=O)N=2,4
Cc1ccc(NC(=O)Cn2c(C)nc3c(sc4cccc(F)c43)c2=O)cc1Cl,-13
CCCCOc1ccc(C(=O)NCc2cc(C)oc2C)cc1,-17
COc1cc(C(=O)Nc2ccc3oc(-c4ccc(F)cc4)cc(=O)c3c2)cc(OC)c1OC,-10
Cc1[nH]c(=O)[nH]c(=O)c1CCc1nnc(SCC(=O)Nc2nncs2)o1,-9&-6

Other results
compound,SSB-PriA inh
O=C(Cn1c(=O)c(-c2ccccc2)nc2ccccc21)Nc1ccccc1C(F)(F)F,-19
COC(=O)c1ccc(C=NOCC(=O)Nc2cc(F)ccc2F)cc1,-3
CCOc1ccc(OCCNS(=O)(=O)c2ccc(Cl)c(Cl)c2)cc1,-5
CC(C)(C)c1ccc(NC(=O)CSc2nnc3ccccn23)cc1,2
CN(C)C(CNC(=O)Nc1cccs1)c1ccsc1 (configuration not stated),-11&-2
CCOc1cc(C=NNC(=O)c2ccc(NC(=O)C3CC3)cc2)ccc1O,-12
O=C(Nc1nc(CC(=O)N2CCc3ccccc3C2)cs1)C1CC1,9
CC1(C)CC(=O)c2ccc(=O)[nH]c2C1,-14

(listing goes on)
compound,SSB-PriA inh
Nc1nnc(C2CCCO2)o1 (configuration not stated),-11
c1ccc(-c2nnc(-c3cc4ccccc4o3)o2)nc1,-6
Cc1cc(S(=O)(=O)Nc2cccc(-c3ccc(S(C)(=O)=O)nn3)c2)ccc1F,0
C=CCN(CC=C)S(=O)(=O)c1ccc2nc(NS(=O)(=O)c3ccc(OC)cc3)sc2c1,-5
CC(=O)Nc1cccc(NC(=O)CCCn2nc(-c3ccco3)ccc2=O)c1,-20
O=C(Nc1ccn2nccc2c1)c1csc(-c2ccccc2)n1,-7
COc1cccc(N2C[C@@H](NC(=O)CCCN3C(=O)c4ccccc4C3=O)CC2=O)c1,-2
Cc1ccc(C=NNC(=O)C2(C)CC2(Br)Br)cc1 (configuration not stated),-4

Some of the entries so far, field by field.
O=C(Nc1ccn2nccc2c1)c1csc(-c2ccccc2)n1
  SSB-PriA inh = -7
COc1cccc(N2C[C@@H](NC(=O)CCCN3C(=O)c4ccccc4C3=O)CC2=O)c1
  SSB-PriA inh = -2

Next part
compound,SSB-PriA inh
O=C(Cc1ccccc1)NCCn1ncc2c(N3CCN(c4ccc(F)cc4)CC3)ncnc21,-11
CC(=O)Nc1ccc(S(=O)(=O)NC[C@H](O)c2cccc3ccccc23)c(C)c1,-13
COC(=O)c1ccc(C=NN2CCN(Cc3ccc(C)cc3C)CC2)cc1,11
O=C(NCCn1ccnc1-c1ncccn1)C1c2ccccc2Oc2ccccc21,53*
COC1CCN(S(=O)(=O)c2ccc(C(F)(F)F)cc2)CC1,-8
O=C(NCCn1nc(-c2ccco2)n(C2CC2)c1=O)C1(c2cccs2)CCCC1,1
O=C(CC1CCCCN1S(=O)(=O)c1ccc(F)cc1)Nc1ccc(Br)cc1F (configuration not stated),6&9
COc1ccc(CCNC(=O)N2CCN(CCn3nc(C)cc3C)CC2)cc1,-16

Additional results:
molecule,SSB-PriA inh
O=C(NCCc1ccc(F)cc1)C(=O)NCC1COC2(CCCCC2)O1 (configuration not stated),-8
O=C(CSc1nccn1-c1ccc(C(=O)NCc2ccccc2)cc1)Nc1cc(F)ccc1F,26
CN1CCc2cc(C=O)ccc21,23
CC1(C)Cc2c(sc(NC(=O)c3c(F)cccc3F)c2C(N)=O)C(C)(C)N1,-5
COc1ccccc1C1C(=C(O)c2ccc(OC(C)C)cc2)C(=O)C(=O)N1c1cc(C)on1 (configuration not stated),3
O=C(NCC(F)(F)F)C1CCN(C(=O)CSC2CCCC2)CC1,-1
O=C(c1ccc(OC(F)(F)F)cc1)N(Cc1ccccn1)Cc1ccco1,-14
Cc1nc2ccccc2n1CC(=O)NN=Cc1cccs1,11
CS(=O)(=O)N1CCCC(C(=O)Nc2nnc(-c3ccno3)o2)C1 (configuration not stated),7
CCN1C[C@@H]2[C@@H]3C(=O)N(C)C(=O)[C@@H]3[C@](CC)(C1=O)N2C(=O)c1ccc(C(F)(F)F)cc1,1
CC1(C)CC(=O)c2c(nc(SCCC(=O)Nc3ccc(C(C)(C)C)cc3)c(C#N)c2-c2ccccc2)C1,-10
Cc1ccc(S(=O)(=O)NCCn2ccc(C(F)(F)F)n2)cc1Cl,-5
CCOc1ccc2ccc(OCC)c(C=Nn3cnnc3)c2c1,5
O=C(NCC1CCN(c2ccncc2)CC1)c1cccc(Br)c1,2
O=C(CNCc1ccco1)Nc1ncc(Cc2cc(Cl)ccc2Cl)s1,0
C=CCn1c(SCC(=O)Nc2cccc(C(C)=O)c2)nc2scc(-c3ccco3)c2c1=O,6
COc1ccc2nc(NC(=O)c3ccc(-c4nc5ccccc5s4)s3)sc2c1,2
CCOC(=O)c1nn(-c2ccccc2)c(=O)cc1NC(=O)c1ccc(Br)o1,-6
CCOC(=O)C1=C(N)n2c(sc(=Cc3cccnc3)c2=O)=C(C(=O)OC)C1c1cccnc1 (configuration not stated),1
Cc1ccc2cccc(Oc3ncnc4scc(-c5ccc(F)cc5)c34)c2n1,-5&5
CCS(=O)(=O)N1CCc2ccc(NS(=O)(=O)c3ccc(C(C)(C)C)cc3)cc2C1,11
O=C(Nc1ccncc1)c1cccn(Cc2ccccc2Cl)c1=O,-9
Cc1ccc2oc(=O)n(CCCOc3ccccc3Cl)c2c1,-25
CC(=O)c1cccc(NC(=O)CN2C(=O)CCC2=O)c1,-16
O=C(COc1ccc(F)cc1)N1CCN(c2ccc3nncn3n2)CC1,-8

Later entries
molecule,SSB-PriA inh
Cc1ccc(S(=O)(=O)Oc2ccccc2C=NNC(=O)c2nn(C)cc2[N+](=O)[O-])cc1,19
CCCN1CCCc2cc(CCNC(=O)Cc3cccc(C)c3)ccc21,32
O=C(c1ccc(-n2cccc2)cc1)N1CCC(Oc2ccc(C(F)(F)F)cn2)CC1,-1
C=CCN1C(=O)C(C)(C)COc2ccc(NS(=O)(=O)c3cc(F)ccc3F)cc21,5
C=CCN1C(=O)C(CC(=O)Nc2ccccc2F)SC1=Nc1nccs1 (configuration not stated),-6
COc1ccc(CNC(=O)c2ccc(OC)nn2)cc1,7
O=C(NCC(=O)N1CCOC(c2ccccc2)C1)C(=O)Nc1ccc2c(c1)OCCO2 (configuration not stated),4
CCCS(=O)(=O)N1CCCc2ccc(NC(=O)NCc3cccs3)cc21,-4
COc1ccc(C)cc1Nc1nnc(C(C)(C)C)c(=O)[nH]1,-20
CS(=O)(=O)c1cccc(-c2nnc(NC(=O)c3ccc(S(=O)(=O)N4CCCc5ccccc54)cc3)o2)c1,11
O=C(CNS(=O)(=O)c1ccc(F)cc1F)N1CCOC(c2ccccc2)C1 (configuration not stated),4
C=CCn1c(=NC(=O)/C=C/c2cccs2)sc2cc(S(N)(=O)=O)ccc21,-23
COc1nn(C)cc1C(=O)N1CCN(C(=O)C2CC2c2cccs2)CC1 (configuration not stated),-4
Cn1cccc1C=NNC(=O)Cc1cccc2ccccc12,30
Cc1ccccc1CN1CC(c2nc(-c3cccc(Cl)c3)no2)C1,-9
COc1cccc2sc(NC(=O)c3ccc(Cl)cc3Cl)nc12,-8
CCOc1cc(C(NC(=O)CC(C)C)NC(=O)CC(C)C)ccc1OC,-13
CC(=O)Nc1ccc(C=NNC(=S)NC(C)C)cc1,-11
CC(C)CS(=O)(=O)C1CN(C(=O)c2cc(-c3ccccc3)n[nH]2)C1,-9
O=S(=O)(NCC1CCN(Cc2ccccc2)CC1)c1ccc(Cl)cc1,-12&0
Cc1ccc(CNC(=O)c2cn[nH]n2)o1,1
CCOc1ccc(-c2cc(C(=O)Nc3nnc(C(C)C)s3)no2)cc1,-13

Structural class: the compounds so far with a Cl atom
molecule,SSB-PriA inh
O=C(c1ccco1)N1CCc2ccc(NS(=O)(=O)c3ccc(F)c(Cl)c3)cc2C1,10
NC(=O)COc1ccc(S(=O)(=O)N2CCc3nc4ccc(Cl)cn4c(=O)c3C2)cc1,-5
COc1ccc(Cl)cc1NC(=O)CC(N)C(=O)O (configuration not stated),16
O=C(Nc1ccc(Cl)cc1)C1CCN(c2ncnc3c2sc2ncccc23)CC1,-16
Cc1nn(-c2ccccc2)c(C)c1C=NNC(=O)CSc1nnc(SCc2ccccc2Cl)s1,-7
CC(C)(C)c1csc(NC(=O)C2CCCN(S(=O)(=O)c3ccc(Cl)s3)C2)n1 (configuration not stated),-3
Oc1ccc(C=NNc2ccnc3cc(Cl)ccc23)cc1O,47*
CC(C)c1ccc(N2CCN(CC(=O)NCc3ccccc3Cl)C2=O)cc1,-3
Cc1ccc(NC(=O)Cn2c(C)nc3c(sc4cccc(F)c43)c2=O)cc1Cl,-13
CCOc1ccc(OCCNS(=O)(=O)c2ccc(Cl)c(Cl)c2)cc1,-5
Cc1ccc(S(=O)(=O)NCCn2ccc(C(F)(F)F)n2)cc1Cl,-5
O=C(CNCc1ccco1)Nc1ncc(Cc2cc(Cl)ccc2Cl)s1,0
O=C(Nc1ccncc1)c1cccn(Cc2ccccc2Cl)c1=O,-9
Cc1ccc2oc(=O)n(CCCOc3ccccc3Cl)c2c1,-25
Cc1ccccc1CN1CC(c2nc(-c3cccc(Cl)c3)no2)C1,-9
COc1cccc2sc(NC(=O)c3ccc(Cl)cc3Cl)nc12,-8
O=S(=O)(NCC1CCN(Cc2ccccc2)CC1)c1ccc(Cl)cc1,-12&0

Screening results (PubChem BioAssay)
